Assay outcomes as filed in PubChem BioAssay.
Mtb BioA inh: blocks M. tuberculosis BioA enzyme activity; inhibition, % at 9.99 µM; 360,000 compounds, 0.096% hits; AID 602481; purified M. tuberculosis BioA enzyme, plate reader; in the data active means inhibition above about 40%
The depositor's hits bear a star. This is a subset, so the mix of outcomes need not match the whole.

For C[C@@H]1CCCCO[C@@H](CN(C)S(=O)(=O)c2cccs2)[C@@H](C)CN([C@H](C)CO)C(=O)c2cc(NC(=O)c3ccncc3)ccc2O1 the results were Mtb BioA inh -0.7.
For COCC(=O)Nc1ccc2c(c1)[C@@H]1C[C@@H](CC(=O)OC)O[C@H](CO)[C@@H]1O2 the results were Mtb BioA inh -0.9.
O=S(=O)(N[C@H]1CC[C@@H](CCn2cc(-c3cccnc3)nn2)O[C@@H]1CO)c1ccc(F)cc1 was read as Mtb BioA inh 6.2.
Screening C[C@@H]1CCCCO[C@@H](CN(C)Cc2ccccc2)[C@H](C)CN([C@@H](C)CO)C(=O)c2cc(NS(=O)(=O)c3ccc(F)cc3)ccc2O1 returned Mtb BioA inh 0.5.
`COc1ccc(-c2cnc3c(c2)C(=O)N([C@H](C)CO)C[C@@H](C)[C@@H](CN(C)C(=O)C2CCC2)O3)cc1` gave Mtb BioA inh -2.3.
Screening C[C@H](CO)N1C[C@H](C)[C@H](CN(C)C(=O)c2ccc(F)cc2)OCc2ccccc2-c2ccccc2C1=O returned Mtb BioA inh -1.1.
For Cc1noc(C)c1S(=O)(=O)N(C)C[C@H]1OCCCC[C@H](C)Oc2ccc(NC(=O)c3ccccc3)cc2C(=O)N([C@H](C)CO)C[C@H]1C the results were Mtb BioA inh -0.1.
Screening C[C@@H]1CCCCO[C@H](CN(C)Cc2ccc(C(F)(F)F)cc2)[C@H](C)CN([C@H](C)CO)C(=O)c2cc(NS(=O)(=O)c3ccc(Cl)cc3)ccc2O1 returned Mtb BioA inh 0.0.
For CN(C)CC(=O)Nc1ccc2c(c1)[C@@H]1C[C@H](CC(=O)NCCN3CCCCC3)O[C@H](CO)[C@@H]1O2 the results were Mtb BioA inh -1.0.
Screening C[C@@H]1CN([C@H](C)CO)C(=O)c2cc(NC(=O)Nc3ccc4c(c3)OCO4)ccc2O[C@@H](C)CCCCO[C@@H]1CN(C)Cc1ccc(Cl)c(Cl)c1 returned Mtb BioA inh -1.9.
C[C@@H]1CN([C@H](C)CO)C(=O)c2cccc(NS(C)(=O)=O)c2O[C@H]1CN(C)S(=O)(=O)c1ccc(Cl)cc1 was read as Mtb BioA inh 0.7.
For C[C@@H]1CCCCO[C@@H](CN(C)C(=O)Cc2ccccc2)[C@H](C)CN([C@H](C)CO)C(=O)c2cc(NS(=O)(=O)c3cccs3)ccc2O1 the results were Mtb BioA inh -0.3.
`CCCNC(=O)C[C@@H]1CC[C@@H]2[C@@H](COc3ccc(NC(=O)c4cc(F)cc(F)c4)cc3C(=O)N2C)O1` gave Mtb BioA inh 17.6.
Screening CC(C)NC(=O)Nc1ccc2c(c1)CC(=O)N([C@H](C)CO)C[C@H](C)[C@@H](CN(C)CC1CCCCC1)O2 returned Mtb BioA inh 1.2.
For C[C@@H]1CN([C@@H](C)CO)C(=O)c2cc(NC(=O)CCC(F)(F)F)ccc2O[C@@H](C)CCCCO[C@@H]1CN(C)S(=O)(=O)c1cn(C)cn1 the results were Mtb BioA inh 0.4.
Screening CCCNC(=O)[C@@H]1[C@@H](CO)[C@@H]2Cn3c(ccc(-c4ccccc4)c3=O)[C@H]1N2C(=O)C1CC1 returned Mtb BioA inh -0.8.
`COc1ccc(NC(=O)Nc2ccc3c(c2)CC(=O)N([C@H](C)CO)C[C@@H](C)[C@H](CN(C)S(C)(=O)=O)O3)cc1` gave Mtb BioA inh -0.4.
For O=C(Nc1ccc(-c2ccccc2)cc1)[C@H]1[C@H](CO)[C@H]2Cn3c(cccc3=O)[C@@H]1N2Cc1cccnc1 the results were Mtb BioA inh 2.4.
`C[C@@H]1CN([C@@H](C)CO)C(=O)c2cc(-c3ccc(C#N)cc3)cnc2O[C@@H]1CN(C)C(=O)CN(C)C` gave Mtb BioA inh 1.3.
`O=C(Cc1ccccc1)N[C@@H]1CC[C@@H](CC(=O)N2CCCCC2)O[C@@H]1CO` gave Mtb BioA inh -0.1.

Reprinted from the part before: 2 entries, then new ones.
`C[C@@H]1CN([C@@H](C)CO)C(=O)c2cc(-c3ccc(C#N)cc3)cnc2O[C@@H]1CN(C)C(=O)CN(C)C` gave Mtb BioA inh 1.3.
`O=C(Cc1ccccc1)N[C@@H]1CC[C@@H](CC(=O)N2CCCCC2)O[C@@H]1CO` gave Mtb BioA inh -0.1.
Screening C/C=C/c1cnc2c(c1)C(=O)N([C@H](C)CO)C[C@@H](C)[C@H](CN(C)C(=O)c1cccnc1)O2 returned Mtb BioA inh -0.7.
O=S(=O)(c1ccccc1)N1CCCCN2[C@H](CO)[C@H](c3ccc(C#Cc4cccnc4)cc3)[C@@H]2C1 was read as Mtb BioA inh -3.3.
Screening C[C@@H]1CN([C@H](C)CO)C(=O)c2cc(NC(=O)Nc3ccc(F)cc3)ccc2O[C@@H](C)CCCCO[C@H]1CN(C)C(=O)NC1CCCCC1 returned Mtb BioA inh -2.2.
`C[C@@H]1CN([C@@H](C)CO)C(=O)c2cc(NC(=O)Cn3cnnn3)ccc2O[C@H]1CN(C)C(=O)Nc1ccc(C(F)(F)F)cc1` gave Mtb BioA inh 2.9.
`CCc1cnc(N2[C@H](CO)[C@@H](c3ccccc3)[C@@H]2C#N)s1` gave Mtb BioA inh 1.1.
CCS(=O)(=O)Nc1ccc2c(c1)C(=O)N(C)[C@@H]1CC[C@@H](CC(=O)NCCCN3CCOCC3)O[C@H]1CO2 was read as Mtb BioA inh 1.3.
`CN(C)CC(=O)N[C@@H]1C=C[C@H](CC(=O)NCc2ccc(Cl)cc2)O[C@H]1CO` gave Mtb BioA inh -0.7.
C[C@@H]1CN([C@H](C)CO)C(=O)c2cc(NC(=O)Nc3ccc(F)cc3)ccc2O[C@@H]1CN(C)C(=O)Nc1ccc(C(F)(F)F)cc1 was read as Mtb BioA inh -1.6.
CCNC(=O)C[C@H]1CC[C@H]2[C@@H](COc3ccc(NS(C)(=O)=O)cc3C(=O)N2C)O1 was read as Mtb BioA inh 0.2.
`CNC(=O)C[C@@H]1CC[C@H]2[C@@H](COc3ccc(NC(=O)Nc4cccc(F)c4)cc3C(=O)N2C)O1` gave Mtb BioA inh 8.8.
Screening O=C(C[C@H]1C[C@H]2c3cc(NC(=O)C4CCOCC4)ccc3O[C@H]2[C@H](CO)O1)NCc1cc(F)ccc1F returned Mtb BioA inh -2.6.
For C/C=C/c1ccc([C@H]2[C@@H](CNC(C)=O)N(C(=O)Cc3cccnc3)[C@H]2CO)cc1 the results were Mtb BioA inh 2.8.
`C[C@@H]1CN([C@H](C)CO)C(=O)Cc2cc(NC(=O)Nc3ccc4c(c3)OCO4)ccc2O[C@H]1CN(C)Cc1ccccc1` gave Mtb BioA inh 0.7.
Screening CO[C@H]1CN(C)C(=O)c2cc(NC(=O)C3CC3)ccc2OC[C@H](C)N(C)C[C@H]1C returned Mtb BioA inh 1.8.
Screening C[C@H](CO)N1C[C@H](C)[C@@H](CN(C)Cc2ccc3c(c2)OCO3)Oc2cc(C#CCN(C)C)ccc2S1(=O)=O returned Mtb BioA inh -0.7.
Screening COCC(=O)N1C[C@@H](C)[C@@H](OC)CN(C)C(=O)c2ccc(NC(=O)NC(C)C)cc2OC[C@H]1C returned Mtb BioA inh -3.9.
For CNC(=O)C[C@@H]1CC[C@@H]2[C@H](COc3ccc(NC(=O)Nc4cccc(C)c4)cc3C(=O)N2C)O1 the results were Mtb BioA inh -1.1.
`CO[C@H](CN(C)S(=O)(=O)c1cccc(Cl)c1)[C@H](C)CN(C(=O)Nc1ccccc1F)[C@@H](C)CO` gave Mtb BioA inh 2.2.
COc1ccc(S(=O)(=O)Nc2ccc3c(c2)C(=O)N([C@H](C)CO)C[C@H](C)[C@@H](CN(C)Cc2ccc(Cl)c(Cl)c2)OCCCC[C@H](C)O3)cc1 was read as Mtb BioA inh 1.0.
C[C@@H]1CN([C@H](C)CO)C(=O)Cc2cc(NC(=O)C3CC3)ccc2O[C@H]1CN(C)S(=O)(=O)c1cn(C)cn1 was read as Mtb BioA inh -2.6.

Retrieved by compound from the list above:
`C[C@@H]1CN([C@H](C)CO)C(=O)Cc2cc(NC(=O)Nc3ccc4c(c3)OCO4)ccc2O[C@H]1CN(C)Cc1ccccc1` gave Mtb BioA inh 0.7.
O=S(=O)(c1ccccc1)N1CCCCN2[C@H](CO)[C@H](c3ccc(C#Cc4cccnc4)cc3)[C@@H]2C1 was read as Mtb BioA inh -3.3.
C[C@@H]1CN([C@H](C)CO)C(=O)Cc2cc(NC(=O)C3CC3)ccc2O[C@H]1CN(C)S(=O)(=O)c1cn(C)cn1 was read as Mtb BioA inh -2.6.
CCS(=O)(=O)Nc1ccc2c(c1)C(=O)N(C)[C@@H]1CC[C@@H](CC(=O)NCCCN3CCOCC3)O[C@H]1CO2 was read as Mtb BioA inh 1.3.

(list continues)
Screening COCC(=O)N1C[C@H](C)[C@@H](OC)CN(C)C(=O)c2cc(NC(=O)Nc3ccccc3)ccc2OC[C@@H]1C returned Mtb BioA inh -0.6.
For C[C@@H]1CN([C@@H](C)CO)C(=O)c2cc(NC(=O)C3CCCCC3)ccc2O[C@@H](C)CCCCO[C@@H]1CN(C)S(=O)(=O)c1cn(C)cn1 the results were Mtb BioA inh 0.5.
CCC(=O)Nc1ccc2c(c1)C(=O)N(C)[C@@H]1CC[C@@H](CC(=O)Nc3cccc(OC)c3)O[C@H]1CO2 was read as Mtb BioA inh 1.7.
O=C(C[C@@H]1C=C[C@@H](NC(=O)CC2CC2)[C@@H](CO)O1)NCc1ccc(Cl)cc1 was read as Mtb BioA inh 0.6.
`Cc1noc(C)c1NC(=O)N(C)C[C@H]1Oc2ccc(NC(=O)CCN3CCOCC3)cc2CC(=O)N([C@@H](C)CO)C[C@@H]1C` gave Mtb BioA inh 11.1.
`CO[C@H]1CN(C)C(=O)c2ccc(NC(C)=O)cc2OC[C@H](C)N(Cc2ccccc2F)C[C@H]1C` gave Mtb BioA inh 3.1.
C[C@@H]1CN([C@@H](C)CO)C(=O)c2cc(N(C)C)ccc2O[C@@H](C)CCCCO[C@@H]1CN(C)S(=O)(=O)c1cn(C)cn1 was read as Mtb BioA inh -3.3.
Screening C[C@@H](NC(=O)C[C@@H]1C=C[C@H](NC(=O)Nc2ccc3c(c2)OCO3)[C@@H](CO)O1)c1ccccc1 returned Mtb BioA inh 0.1.
`CCCC#Cc1ccc2c(c1)O[C@@H](CN(C)C(=O)c1ccccc1)[C@@H](C)CN([C@@H](C)CO)S2(=O)=O` gave Mtb BioA inh 0.2.
For CCC(=O)Nc1ccc2c(c1)C(=O)N(C)C[C@H](OC)[C@@H](C)CN(CC1CC1)[C@H](C)CO2 the results were Mtb BioA inh 1.1.
Screening C[C@H]1CN([C@@H](C)CO)C(=O)c2cc(NC(=O)Nc3ccccc3)ccc2O[C@H]1CN(C)S(=O)(=O)c1ccc(F)cc1 returned Mtb BioA inh 2.3.
`Cc1noc(C)c1NC(=O)Nc1cccc2c1O[C@H](CN(C)Cc1ccc(Oc3ccccc3)cc1)[C@@H](C)CN([C@H](C)CO)C2=O` gave Mtb BioA inh 1.5.
For COCC(=O)Nc1ccc2c(c1)OC[C@H](C)N(C(=O)NC(C)C)C[C@H](C)[C@H](OC)CN(C)C2=O the results were Mtb BioA inh -0.7.
Screening C[C@H](CO)N1C[C@H](C)[C@H](CN(C)Cc2ccc(Cl)c(Cl)c2)OCCCC[C@H](C)Oc2ccc(NS(=O)(=O)c3ccc(F)cc3)cc2C1=O returned Mtb BioA inh -3.0.
C[C@H]1CN([C@@H](C)CO)C(=O)c2cccc(NC(=O)c3cnccn3)c2O[C@H]1CN(C)C was read as Mtb BioA inh -3.0.
For CN1C(=O)c2cc(NC(=O)c3cccc(F)c3)ccc2OC[C@H]2O[C@@H](CC(=O)O)CC[C@@H]21 the results were Mtb BioA inh -0.4.
`COc1ccc(NC(=O)N(C)C[C@@H]2Oc3ncc(C#C[C@H](C)O)cc3C(=O)N([C@H](C)CO)C[C@@H]2C)cc1` gave Mtb BioA inh -0.1.
COc1ccc(C#Cc2ccc([C@@H]3[C@@H](CO)N4CCCCN(Cc5ccncc5)C[C@@H]34)cc2)cc1 was read as Mtb BioA inh 1.8.
Cc1ccc(S(=O)(=O)N(C)C[C@@H]2Oc3cc(Br)ccc3S(=O)(=O)N([C@@H](C)CO)C[C@@H]2C)cc1 was read as Mtb BioA inh 0.3.
Cc1ccc(S(=O)(=O)N2C[C@@H](O)COC[C@H]3O[C@@H](CC(=O)NCc4ccc5c(c4)OCO5)CC[C@@H]32)cc1 was read as Mtb BioA inh -1.8.
CCCNC(=O)N[C@@H]1C=C[C@H](CC(=O)N2CCN(C)CC2)O[C@H]1CO was read as Mtb BioA inh 1.8.
CC=Cc1ccc2n(c1=O)C[C@H]1[C@H](CO)[C@@H](C(=O)N3CCc4ccccc4C3)[C@@H]2N1Cc1ccncc1 (mixture of isomers) was read as Mtb BioA inh -1.2.
C[C@H](CO)N1C[C@H](C)[C@@H](CN(C)Cc2ccc(Oc3ccccc3)cc2)Oc2c(NC(=O)Nc3ccc4c(c3)OCO4)cccc2C1=O was read as Mtb BioA inh 0.1.
CCNC(=O)[C@H]1[C@H](CO)[C@H]2Cn3c(ccc(-c4cccc(F)c4)c3=O)[C@H]2N1C(=O)Cc1cccnc1 was read as Mtb BioA inh 41.9*.
Screening O=C(C[C@@H]1CC[C@@H]2[C@H](COC[C@H](O)CN2Cc2ccc(C(F)(F)F)cc2)O1)NCCc1ccccc1 returned Mtb BioA inh 1.8.
CCCC#Cc1cnc2c(c1)C(=O)N([C@@H](C)CO)C[C@@H](C)[C@H](CN(C)C(=O)Cc1ccncc1)O2 was read as Mtb BioA inh 1.2.
For CCCN(C)C[C@@H]1OCCCC[C@H](C)Oc2ccc(NC(=O)Nc3ccc(F)cc3)cc2C(=O)N([C@@H](C)CO)C[C@@H]1C the results were Mtb BioA inh -4.8.
C[C@@H]1CN([C@H](C)CO)C(=O)c2cc(NC(=O)Nc3cccc4ccccc34)ccc2O[C@@H]1CN(C)S(=O)(=O)c1ccccc1 was read as Mtb BioA inh -1.1.
`COc1ccc(CNC(=O)N(C)C[C@@H]2OCc3ccccc3-c3ccccc3C(=O)N([C@@H](C)CO)C[C@H]2C)cc1` gave Mtb BioA inh 0.8.
COc1ccc(CN(C)C[C@H]2Oc3ccc(NC(=O)Nc4ccccc4)cc3CC(=O)N([C@H](C)CO)C[C@H]2C)cc1 was read as Mtb BioA inh 3.3.
